HKDC1 inh: HKDC1 (human) hexokinase inhibition; inhibition, % at 20 µM; Q2TB90; actives 0.16% (n = 340,000); recombinant HKDC1, G6PDH/diaphorase resazurin coupled fluorescence;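 active means inhibition above about 35% when tested at 20 µM, limit read from the data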;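 further: plate controls were DMSO wells with enzyme for no effect and DMSO wells lacking enzyme for full effect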
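Assay system: recombinant HKDC1 hexokinase; detection: coupled resazurin fluorescence, excitation 525 nm, emission 613 nm; benchmarks: DMSO-plus-enzyme-mix negative control, buffer-substituted positive control; compound dosing: single 20 µM dose; schedule: 90 min at room temperature in dark; also added: glucose plus 1 mM ATP as hexokinase substrates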
SENP6 inh: inhibitors of human SENP6 protease | Recombinant SENP6 catalytic domain, aminoluciferin luminescence | inhibition, % at 10 µM | actives 1.8% (n = 330,000) | AID 2599;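 active means inhibition above about 50% at the single tested dose, limit read from the data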;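 further: plate controls were DMSO wells with enzyme for no effect and DMSO wells lacking enzyme for full effect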
Target sequence (Q9GZR1 628-1112 limits assumed): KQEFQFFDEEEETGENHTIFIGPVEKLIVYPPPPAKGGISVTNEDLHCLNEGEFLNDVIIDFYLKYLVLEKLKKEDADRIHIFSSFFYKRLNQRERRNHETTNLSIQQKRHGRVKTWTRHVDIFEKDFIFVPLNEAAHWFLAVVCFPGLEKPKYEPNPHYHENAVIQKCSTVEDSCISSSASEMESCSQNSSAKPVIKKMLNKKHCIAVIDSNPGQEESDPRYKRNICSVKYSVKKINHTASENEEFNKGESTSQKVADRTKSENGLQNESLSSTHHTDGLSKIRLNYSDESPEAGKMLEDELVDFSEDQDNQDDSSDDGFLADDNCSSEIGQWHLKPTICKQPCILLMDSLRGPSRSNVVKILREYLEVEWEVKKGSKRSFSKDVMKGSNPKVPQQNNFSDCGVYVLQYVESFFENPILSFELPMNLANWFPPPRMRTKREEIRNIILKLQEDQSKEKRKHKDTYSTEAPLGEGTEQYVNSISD
SENP8 block-1: inhibitors of human SENP8 protease; Q96LD8; purified SENP8, Z-RLRGG-aminoluciferin cleavage, luminescence; inhibition, % at 10 µM; actives 1.2% (n = 330,000); AID 2540; in the data active means inhibition above about 50%
Target sequence (Q96LD8 whole entry, looked up): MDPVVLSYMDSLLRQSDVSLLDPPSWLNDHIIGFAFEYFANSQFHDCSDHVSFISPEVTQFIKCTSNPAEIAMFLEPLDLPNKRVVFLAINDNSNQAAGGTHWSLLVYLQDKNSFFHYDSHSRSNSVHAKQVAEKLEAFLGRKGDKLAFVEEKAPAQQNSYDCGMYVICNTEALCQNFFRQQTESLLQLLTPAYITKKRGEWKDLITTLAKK
SENP7 inh: inhibitors of human SENP7 protease; Q9BQF6; recombinant SENP7, Z-RLRGG-aminoluciferin luminescence, 40 min; inhibition, % at 5 µM; actives 1.5% (n = 330,000); AID 434973;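 active means inhibition above about 50% at the single test dose, limit read from the data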;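 further: plate controls were DMSO with enzyme for no effect and no enzyme buffer wells for full effect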
SENP1 inh: blocks the human SENP1 SUMO protease catalytic domain; Q9P0U3; recombinant SENP1 catalytic domain, CyPet-SUMO1-YPet FRET cleavage; inhibition, % at 10 µM; actives 0.21% (n = 360,000);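 active means inhibition at least 30% at 10 µM, raw YFP signal under a set limit, fluorescence ratio 0.5 to 1.5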;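 further: 0% = enzyme with DMSO and 100% = no enzyme wells; some results filed as inactive read as strong as hits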
Target sequence (Q9P0U3 419-644 limits assumed): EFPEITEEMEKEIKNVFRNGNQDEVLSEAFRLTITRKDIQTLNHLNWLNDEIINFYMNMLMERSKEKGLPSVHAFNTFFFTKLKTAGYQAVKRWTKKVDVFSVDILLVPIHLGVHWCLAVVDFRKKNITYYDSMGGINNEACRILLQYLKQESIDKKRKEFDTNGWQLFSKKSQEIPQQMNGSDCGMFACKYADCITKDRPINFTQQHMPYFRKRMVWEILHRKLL
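Compound: 10 µM single point, 0.5% DMSO; Test system: hSENP1 catalytic domain, recombinant; Timing: 50 min reaction at room temperature; Technique: FRET, CFP and YFP emission; Control set: no-enzyme wells low, DMSO-plus-enzyme wells high control.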
Apaf-1 inh: blocks human Apaf-1 apoptosome activity | O14727 | reconstituted apoptosome caspase-3 activity, DEVD-Rh110 fluorescence | inhibition, % at 20 µM | actives 0.71% (n = 330,000) | AID 489030; active means inhibition of at least 40% at 20 µM;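 further: plate controls were DMSO wells for no effect and DEVD-CHO caspase inhibitor wells for full effect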
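Material: biochemical Apaf-1 apoptosome reconstitution. Medium: Hepes buffer, pH 7.5. Also added: cytochrome c activation, bis-DEVD rhodamine 110 substrate. Timing: 30 min compound preincubation, 50 min activation, room temperature. Measured by: rhodamine 110 fluorescence at Ex 480/Em 540 nm.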
NLRP3 yeast inh: inhibitors of NALP3 inflammasome in yeast | Yeast reconstituted NLRP3/ASC/caspase-1, beta-gal luminescence, 24 h | inhibition, % at 10 µM | actives 0.39% (n = 330,000);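 active means inhibition of 50% or more; inactive means inhibition below 50%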;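 further: plate controls were induced DMSO wells for no effect and uninduced yeast grown without galactose for full effect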
SENP8 block-2: blocks human SENP8 cleavage of Nedd8 substrate; recombinant SENP8, Nedd8 substrate fluorescence; inhibition, % at 20 µM; actives 0.64% (n = 360,000); AID 602440; in the data active means inhibition mostly above about 40%, no sharp cut-off; inactive means mostly below about 27%
PfG6PD inh: PfG6PD (Plasmodium falciparum) enzyme inhibition; PfGluPho enzyme, NADPH resazurin-diaphorase fluorescence; inhibition, % at 20 µM; actives 0.78% (n = 350,000); AID 504690;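 active means inhibition reaching at least a set limit at 20 µM in the primary screen, cut at about 59% in these data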;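 further: 0% = DMSO wells with substrate and 100% = DMSO wells lacking glucose-6-phosphate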
Active calls of the source: *; i = inactive; nt = not tested or not shown.

canonical_smiles	SENP8 block-2	SENP7 inh	PfG6PD inh	SENP8 block-1	NLRP3 yeast inh	SENP6 inh	Apaf-1 inh	HKDC1 inh	SENP1 inh
O=C(c1ccccc1)C1CCCN(Cc2nc(-c3cnccn3)no2)C1 (stereo not drawn)	12	-9	4	-8	11	-16	9	1	0
O=P(NC1CCCCC1)(Oc1ccccc1)Oc1ccccc1	12	nt	12	nt	nt	nt	nt	2	0
O=c1[nH]c(=O)n(C2CCCCC2)c(O)c1C=Nc1ccc(N2CCOCC2)cc1	-48	-8	22	-10	5	-8	15	-4	-25
COc1ccc(N2CCN(Cc3nc4ccccc4[nH]3)CC2)cc1	8	7	2	-4	19	-17	5	4	-5
CCCCn1c(O)c(C=Nc2c(C)n(C)n(-c3ccccc3)c2=O)c(=O)[nH]c1=O	-46	4	-20	5	10	8	-4	-7	-2
CC(C)C(=O)Nc1ccc(N2CCN(C)CC2)c(F)c1	17	-3	-3	-4	0	-8	1	-11	3
CC12CCC(=O)C=C1CCC1C2CCC2(C)C1CCC2(O)CC#N (stereo not drawn)	5	nt	0	nt	nt	nt	nt	8	2
Cn1cnc([N+](=O)[O-])c1Sc1ccc([N+](=O)[O-])cc1	11	7	25	2	24	12	1	12	2
COP(=S)(OC)SCN1C(=O)c2ccccc2C1=O	6	-6	25	-4	10	-18	12	-4	0
Nc1cc(N2CCNCC2)ccc1[N+](=O)[O-]	13	-2	6	-6	7	0	4	17	2
Cc1cc(C(=O)O)c(C)n1C1CC1	12	6	-5	3	29	1	-6	-3	-1
COc1cccc(OC)c1C(=O)NC(=S)N1C[C@H]2C[C@H](C1)c1cccc(=O)n1C2	-7	4	18	-7	-5	13	6	-7	0
O=C1NC(=O)N(c2cccc(Br)c2)C(=O)/C1=C/c1ccsc1	6	4	36	4	0	3	8	15	-9
O=C1NC(=S)N(c2ccc(Br)cc2)C(=O)/C1=C/N1CCN(C(=O)c2ccco2)CC1	2	15	-4	23	32	25	0	2	-38
COP(=O)(OC)C(NS(=O)(=O)c1ccccc1)C(Cl)(Cl)Cl (stereo not drawn)	0	-6	-2	-6	-1	-1	-5	2	1
COc1cc(CN2C(=O)NC(=O)C3(Cc4cc(C)ccc4N(C)C3)C2=O)cc(OC)c1 (stereo not drawn)	0	0	8	1	-5	2	-2	17	-9
CCN1CCC(NCC2CCCCC2)CC1	15	3	-15	-13	25	1	7	-2	2
CCOC(=O)CNC(=O)CSP(=S)(OCC)OCC	3	-3	-13	-8	11	-20	8	1	1
CCCCn1c(=O)c(C(=O)NCc2ccccc2Cl)c(O)c2ccccc21	-10	8	-14	-12	22	-10	-3	-8	-1
CC(=O)OC1CC(OC2C(O)CC(OC3C(O)CC(OC4CCC5(C)C(CCC6C5CC(O)C5(C)C(C7=CC(=O)OC7)CCC65O)C4)OC3C)OC2C)OC(C)C1OC1OC(CO)C(O)C(O)C1O (stereo not drawn)	10	nt	-3	nt	nt	nt	nt	-6	1
CN1CCCCC1c1ccc(-c2cccnc2)nc1 (stereo not drawn)	10	9	-2	-7	-5	-24	-8	-1	0
Nc1ccc2nonc2c1[N+](=O)[O-]	8	3	-1	-3	20	-18	0	-3	86
Nc1c(Cl)cc([N+](=O)[O-])cc1Cl	18	1	-2	-5	-14	-10	-6	1	2
Cc1ccsc1C(=O)C1CCCN(Cc2cnc(N(C)C)s2)C1 (stereo not drawn)	nt	5	nt	-3	7	-20	0	nt	nt
CCn1c(C(=O)N2CCC(C(=O)N3CCC4(CC3)OCCO4)CC2)cc2sccc21	-10	-22	-15	-5	27	-17	-11	-8	-2
O=[N+]([O-])c1cccc(NP(=O)(Oc2ccccc2)Oc2ccccc2)c1	21	0	14	-1	6	-9	20	1	2
Cn1c(O)c(C=Nc2ccc(F)cc2)c(=O)[nH]c1=O	-18	-3	14	-11	4	2	3	-9	1
CCCCn1c(C)c(C(=O)OCC)c2c(CN3CCOCC3)c(O)ccc21	20	14	22	-5	16	-21	-3	-6	2
CCCOC(=O)COc1cc(C)cc2oc(=O)c3c(c12)CCC3	-111	0	-7	11	19	-18	-8	6	-1
Cc1cccc(N2C(=O)NC(=O)/C(=C\c3cnc(-c4ccccc4)nc3)C2=O)c1	9	-4	11	-1	18	2	-2	9	-2
CN(C)c1ccc(C(=O)N/N=C/C23CC[C@@H](O)CC2(O)CC[C@@H]2[C@@H]3CCC3(C)C(C4=CC(=O)OC4)CCC23O)cc1 (stereo partly drawn)	-17	-1	-1	-1	7	-9	-2	-3	5
CCN1C[C@]2(OC(=O)c3ccccc3NC(C)=O)CCC(OC)C34C5C[C@H]6C(OC)[C@]5(O)[C@](O)(C[C@@H]6OC)C(C[C@@H]32)[C@H]14 (stereo partly drawn)	-14	-5	-8	1	6	-14	-1	0	3
COC(=O)c1ccccc1NC(=O)N1C[C@@H]2C[C@@H](C1)c1cccc(=O)n1C2	-76	4	-17	2	14	-3	-4	-7	1
Cc1cccc(CN2CCCC(C(=O)c3ccc(C(F)(F)F)cc3)C2)n1 (stereo not drawn)	9	3	6	3	17	-8	1	-6	-5
CC(=NCC1CCCO1)c1c(O)n(-c2ccc(C)cc2)c(=O)[nH]c1=O (stereo not drawn)	25	-8	6	-7	6	12	-6	-7	0
COc1cc(/C=C2\C(=O)NC(=O)N(c3ccccc3)C2=O)cc(OC)c1OC	1	-3	14	1	25	-25	-1	-6	-6
O=C(c1cc2cc(Cl)ccc2[nH]1)N1CCC2(CC1)OCCO2	-32	16	-11	-9	17	-2	17	1	1
Cc1ccc(N2C(=O)NC(=O)/C(=C/c3cnn(-c4ccc(C)cc4)c3)C2=O)cc1	7	-10	36	-2	12	-5	-15	8	-2
O=C(CCl)NCC1CCCO1 (stereo not drawn)	24	-6	2	-10	12	-3	-4	-5	-1
Cc1cccc(NC2=NCCCS2)c1	12	8	7	-4	4	-20	-3	0	1
CC(=O)c1ccc(-c2ccccc2)cc1	15	36	2	-2	6	22	-12	-6	0
CC1=C(O)C(=O)C=C2C1=CC=C1C2(C)CCC2(C)C3CC(C)(C(=O)O)CCC3(C)CCC12C (stereo not drawn)	-5	nt	81*	nt	nt	nt	nt	27	-2
O=C(Cn1cc(C(=O)c2ccccc2F)c2ccccc21)NC1CC1	13	-9	-7	-5	-5	-16	7	-4	-2
COc1ccc(N2C(=O)CC(=O)NC2=O)cc1	9	3	-18	0	11	7	0	-8	-9
COC(=O)C1=C(c2ccc(Cl)c(C(F)(F)F)c2)C[C@@H]2CC[C@H]1N2C(=O)NCCOc1ccccc1	10	2	31	2	18	9	22	3	2
COC(=O)C1=C(c2cc3ccccc3o2)C[C@@H]2CC[C@H]1N2C(=O)NCCO	8	4	4	2	3	1	4	-4	3
CC(=O)N1CCC2(CC1)CC(=O)c1cc(OCC(=O)N3CCC4(CC3)OCCO4)ccc1O2	i	-3	6	-3	-4	-12	-22	3	-14
CCc1ccccc1NC(=O)CN1CCN(C(=O)COc2ccccc2C#N)CC1	-3	9	7	-1	19	-32	-6	-6	0
CC1C(c2cccs2)=[N+]([O-])C(C)(C(=O)c2ccc(F)cc2)N1O (stereo not drawn)	24	-7	-4	-4	-4	1	-17	0	-1
Cc1ccc(N2C(=O)NC(=O)/C(=C\c3cc(C)n(-c4ccc(C(=O)O)cc4)c3C)C2=O)cc1	14	-12	0	3	25	0	3	1	-10
CCCCC/C(=N\O)c1c[nH]c2ccccc12	3	-2	-2	-14	55*	-19	-1	-2	-2
O=C(COC(=O)Cc1ccccc1)Nc1ccc(F)cc1	7	-3	-5	3	23	-2	2	-2	5
CC(=NCCO)c1c(O)n(C2CCCCC2)c(=O)[nH]c1=O	19	4	-7	-1	1	-15	8	7	-1
CCC1CN(C)CCC1(OC(C)=O)c1ccccc1 (stereo not drawn)	21	-4	1	5	8	-3	-4	-7	-1
S=C(c1ccc(Cl)cc1)N1CCOCC1	25	3	37	0	-20	-9	-23	-13	1
O=C(Nc1ccc(F)cc1)c1c(O)c2c(n(Cc3ccccc3)c1=O)CCCC2	-14	-15	4	-5	20	-8	-5	2	3
COc1ccc(CC(=O)N2C[C@H]3C[C@@H](C2)c2cccc(=O)n2C3)cc1	20	5	-11	-17	12	-3	0	-2	-1
O=c1c2ccccc2nc(-c2ccco2)n1-c1ccc(Br)cn1	-16	3	-19	1	16	16	-4	-7	1
FC(F)(F)c1ccc(CNCCc2ccc3c(c2)OCO3)cc1	21	1	0	-7	23	-12	6	-1	0
CCOP(=O)(OCC)C(NC(=O)C(Cl)Cl)C(Cl)(Cl)Cl (stereo not drawn)	3	1	-9	-2	-13	-1	-2	-4	0

Quoted at random: 5 entries already listed.
canonical_smiles	SENP8 block-2	SENP7 inh	PfG6PD inh	SENP8 block-1	NLRP3 yeast inh	SENP6 inh	Apaf-1 inh	HKDC1 inh	SENP1 inh
CCCCn1c(O)c(C=Nc2c(C)n(C)n(-c3ccccc3)c2=O)c(=O)[nH]c1=O	-46	4	-20	5	10	8	-4	-7	-2
CC(=O)N1CCC2(CC1)CC(=O)c1cc(OCC(=O)N3CCC4(CC3)OCCO4)ccc1O2	i	-3	6	-3	-4	-12	-22	3	-14
O=C(COC(=O)Cc1ccccc1)Nc1ccc(F)cc1	7	-3	-5	3	23	-2	2	-2	5
Cn1c(O)c(C=Nc2ccc(F)cc2)c(=O)[nH]c1=O	-18	-3	14	-11	4	2	3	-9	1
COc1cccc(OC)c1C(=O)NC(=S)N1C[C@H]2C[C@H](C1)c1cccc(=O)n1C2	-7	4	18	-7	-5	13	6	-7	0

Next section:
canonical_smiles	SENP8 block-2	SENP7 inh	PfG6PD inh	SENP8 block-1	NLRP3 yeast inh	SENP6 inh	Apaf-1 inh	HKDC1 inh	SENP1 inh
Fc1cccc(CNCCc2c[nH]c3ccccc23)c1	9	11	3	-11	19	-10	-3	5	-2
C=CCn1c(O)c(C(CC)=NCCN2CCN(C(=S)NC)CC2)c(=O)[nH]c1=O	5	3	-10	1	16	4	-5	-5	-1
Cc1cccc(-n2c(-c3ccccc3)nc3ccccc3c2=O)n1	5	-2	-8	6	6	19	-9	-7	2
O=C(c1ccc(Cl)cc1)C1CCCN(Cc2cccc3ncccc23)C1 (stereo not drawn)	19	9	9	10	36	8	11	0	1
Cc1ccc(NS(=O)(=O)c2ccc(OCC(=O)N3CCN(C)CC3)cc2)cc1	2	10	-5	-8	10	-9	-16	-6	-1
CCN1CCN(c2ccc(N)cc2C)CC1	11	-13	5	-2	-4	-11	3	-4	2
O=C(O)C1C2c3ccccc3C(c3ccccc32)C1C(=O)Nc1ccccc1 (stereo not drawn)	2	6	-12	4	0	-1	3	-4	2
O=S(=O)(c1ccc(Cl)cc1)N1CC1c1ccccc1 (stereo not drawn)	19	-2	3	2	13	1	0	-6	2
C[Se]C[C@@H](N)C(=O)O	0	-8	13	-2	21	-2	-1	-19	-3

Some of the compounds tested; rates above refer to the full screens.
